M. tuberculosis: growth inhibition of non-replicating M. tuberculosis (AID 488890). Mycobacterium tuberculosis non-replicating, growth inhibition; higher % means a stronger effect. inhibition, % at 25 µM, or IC50 in µM where a hit was titrated. hit rate 0.39% among 320,000; in the data active = a potency from the dose series; inconclusive = inhibition mostly from about 82% at the one dose, without a potency; inactive = the rest, 99 in 100 with inhibition below about 76%;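 also: plate controls were DMSO cells for no effect and high antibiotic wells for full effect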
Salmonella PhoP GFP: Inhibition of PhoP regulon, Salmonella typhi GFP reporter cells, confirmation, 4 h (AID 1850). hit rate 0.33% among 310,000. Salmonella Typhi PhoP-promoter GFP reporter, fluorescence, 4 h; higher % means a stronger effect. one-dose inhibition, % at 50 µM; IC50 in µM for titrated hits; in the data active = a potency from the dose series; inconclusive = inhibition mostly from about 25% at the one dose, without a potency; inactive = the rest, 99 in 100 with inhibition below about 19%;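 also: 0% = induced wells with vehicle and 100% = uninduced wells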
VEEV TC-83 Vero: inhibitors of VEEV TC-83 cytopathic effect, confirmation, Vero cells (AID 588727); one-dose inhibition, % at 20 µM; IC50 in µM for titrated hits; Vero cells, VEEV TC-83 cytopathic effect inhibition; higher % means a stronger effect; hit rate 0.13% among 350,000; in the data active = a potency from the dose series; inconclusive = inhibition mostly from about 14% at the one dose, without a potency; inactive = the rest, 99 in 100 with inhibition below about 12%; also: strong numbers were not always called active
influenza NS1A: NS1A inhibition, H1N1 influenza, cell based functional assay (AID 504329). NS1A functional cell-based assay, percent inhibition; higher % means a stronger effect. one-dose inhibition, % at 12.5 µM; IC50 in µM for titrated hits. hit rate 0.3% among 340,000; in the data active = a potency from the dose series; inconclusive = inhibition above about 27% without an active follow-up result; also: strong numbers were not always called active
M. tuberculosis HTS: M. tuberculosis growth inhibition, HTS (AID 449762). one-dose inhibition, % at 25 µM; IC50 in µM for titrated hits. M. tuberculosis H37Rv growth inhibition, 7H9 media; higher % means a stronger effect. hit rate 0.59% among 330,000; in the data active = a potency from the dose series; inconclusive = inhibition above about 70% without an active follow-up result;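 also: bacterial growth assessed after seven days of incubation; strong numbers were not always called active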
VEEV TC-83 Vero 10K pilot screen: recorded beside VEEV TC-83 Vero, whose call it bears; inhibition, %; measured here: 10K pilot screen inhibition
The depositor's hits bear a star; i = inactive; ? = inconclusive; / = no result given.

SMILES	M. tuberculosis	Salmonella PhoP GFP	VEEV TC-83 Vero	influenza NS1A	M. tuberculosis HTS	others
CSCCC(NC(=O)c1ccccc1)C(=O)OCC(=O)c1ccc[nH]1 (stereo not drawn)	-28%	-6%	0.4%	16%	-14%
COc1ccc(OC)c(NC(=O)c2cc(-c3cc(C)c(C)cc3O)n[nH]2)c1	-18%	5%	1.2%	25%	2%
COCCCNC(=O)/C=C/c1cccc(Cl)c1	19%	9%	2.8%	-3%	2%
C/C(N)=C(/C#N)C(=O)CSc1nc2ccccc2c(=O)n1Cc1ccc(F)cc1	30%	-9%	7.9%	-3%	7%
CCCCCCC/C=N/Nc1nnc(Cc2ccccc2)c(=O)[nH]1	3%	-6%	1.5%	0%	7%
COc1cccc(/C=N/n2c(COc3ccccc3)n[nH]c2=S)c1OC	-9%	-7%	1.0%	-1%	4%
O=C1C(=O)N(CCCn2ccnc2)C(c2ccc(Cl)cc2)/C1=C(\O)c1ccc2c(c1)OCCO2 (stereo not drawn)	2%	2%	10%	5%	-9%
COc1ccc(S(=O)(=O)/C(C#N)=C/Nc2ccc(NC(C)=O)cc2)cc1	2%	-5%	0.4%	-8%	11%
Cc1cc(OCc2cc(C(=O)N(C)C3CCOCC3)no2)cc(C)c1Cl	26%	1%	6.6%	5%	3%
COc1ccc(N2CCN(C(=O)CSc3nnnn3-c3ccc4c(c3)OCCO4)CC2)cc1	9%	-2%	0.6%	1%	-8%
CCN(CC(=O)NCCc1ccc(F)cc1)Cc1nc2ccccc2c(=O)[nH]1	25%	6%	i	-7%	0%
COc1ccccc1NC(=O)c1ccccc1-c1nc(-c2ccccc2OC)no1	13%	-9%	i	6%	-5%

The closing 2 entries of the part above come first, to join the parts:
SMILES	M. tuberculosis	Salmonella PhoP GFP	VEEV TC-83 Vero	influenza NS1A	M. tuberculosis HTS	others
CCN(CC(=O)NCCc1ccc(F)cc1)Cc1nc2ccccc2c(=O)[nH]1	25%	6%	i	-7%	0%
COc1ccccc1NC(=O)c1ccccc1-c1nc(-c2ccccc2OC)no1	13%	-9%	i	6%	-5%
NCCCC(=O)N1c2ccccc2Sc2ccccc21	/	-6%	1.4%	2%	-12%
CC1(C)CC(=O)C(CC(=O)NC(=O)NCc2ccccc2)=C(O)C1	7%	-15%	1.6%	-6%	4%
O=C(NCc1cccs1)C1CCCN1C(=O)Nc1ccccc1Cl (stereo not drawn)	-17%	4%	i	-3%	-3%
O=C(CN1C(=O)NC2(CCCC2)C1=O)NCCN1C(=O)S/C(=C\c2ccccc2F)C1=O	9%	-5%	8.3%	-11%	-11%
NS(=O)(=O)c1cc(C(=O)OCC(=O)N2CCc3ccccc3C2)ccc1Cl	25%	/	0.2%	3%	0%
CC(=O)[C@@]1(O)CC[C@H]2[C@@H]3C[C@H](C)C4=CC(=O)C=C[C@]4(C)[C@@]3(F)[C@@H](O)C[C@@]21C	12%	-7%	0.9%	-4%	-8%
COc1ccc(NS(=O)(=O)c2ccc(C)c(C(=O)N3CCC3)c2)cc1	1%	3%	0.9%	-5%	3%
Cc1cc(C)c(C2C(C#N)=C(N)Oc3n[nH]c(C)c32)cc1CN1CCOCC1 (stereo not drawn)	2%	-8%	0.6%	-1%	6%
O=C(c1cncs1)N1CCCC(CNS(=O)(=O)c2cccs2)C1 (stereo not drawn)	9%	0%	6.2%	-7%	2%
COc1ccc(NC(=O)CSc2nnc(-c3cccs3)n2Cc2ccco2)cc1OC	24%	-12%	0.5%	8%	-10%
CN(C)c1ccccc1C(=O)N1CCCC(C(=O)c2ccc3ccccc3c2)C1 (stereo not drawn)	17%	7%	3.2%	12%	1%
COc1ccc(/C=N/NC(=O)c2ccccc2O)cc1COc1ccccn1	14%	-8%	0.6%	1%	-2%
O=C(Nc1ccc2oc(-c3ccccc3F)nc2c1)c1ncn[nH]1	8%	-4%	7.8%	4%	?
COc1ccc(CN2CCCCC2c2cccnc2)c(OC)c1C (stereo not drawn)	22%	10%	i	-2%	-2%
COCC(C)n1c(C)cc(C(=O)COc2ccc(C)nc2[N+](=O)[O-])c1C (stereo not drawn)	7%	-1%	0.4%	5%	-9%
O=C(COC(=O)c1ccc(OC(F)(F)F)cc1)Nc1ncccn1	39%	/	0.9%	-1%	11%
COc1ccc(N(CC(=O)Nc2ccc3c(c2)OCCO3)S(=O)(=O)c2cccnc2)cc1	8%	5%	9.5%	4%	-4%
CCCCn1c(-c2ccccc2)nc2c(=O)n(C)c(=O)[nH]c21	19%	6%	1.6%	1%	1%
CCOCCn1c(SCC(=O)OCc2ccccc2)nc2c1c(=O)[nH]c(=O)n2C	10%	1%	1.8%	2%	0%
COc1ccc(N(CC(=O)NCCC2=CCCCC2)S(=O)(=O)c2ccccc2)c(OC)c1	5%	1%	1.9%	0%	-5%
COc1cc(OC)cc(C(=O)OCC(=O)NCc2ccc3c(c2)OCO3)c1	-6%	-7%	i	-2%	4%	VEEV TC-83 Vero 10K pilot screen=1.2
COc1ccc(CN2CCCC(CNC(=O)c3ccc(F)cc3)C2)c(C)c1C (stereo not drawn)	18%	-6%	1.2%	3%	6%
COc1cccc(CN(C)C(=O)c2cc(S(=O)(=O)NC3CCCCC3)ccc2C)c1OC	/	/	i	9%	2%
O=C(Nc1c(F)cc(F)cc1Br)c1ccco1	4%	-3%	0.5%	3%	3%
Cc1ccc(C2=NN(CCC(=O)N3CCC4(CC3)OCCO4)C(=O)CC2)cc1	8%	3%	0.7%	-1%	6%
COC(=O)c1[nH]c2cccc(OC)c2c1NC(=O)CCN1CCC(C(N)=O)CC1	-14%	11%	/	/	-2%
CSc1ccc(/C=C/C(=O)N2CCCN(C)CC2)cc1	8%	-12%	0.3%	-3%	-3%
CC12CCC(C(=O)NCc3ccc4c(c3)OCO4)(C(=O)C1=O)C2(C)C (stereo not drawn)	-1%	1%	0.1%	-4%	2%
COc1ccc(NC(=O)CCN2CCN(c3ccccc3F)CC2)c(OC)c1	13%	-1%	0.3%	-7%	1%
O=C(Nc1cc(N2CCOCC2)ncn1)c1ccc(F)cc1	34%	-2%	0.2%	-5%	-1%
CC(=O)c1cccc(NC(=O)N2CCCCCC2)c1	10%	1%	3.3%	0%	3%
CCCOc1ccc(/C=N/NC(=O)c2ccc3c(c2)OCO3)c(OCCC)c1	3%	-3%	i	-1%	6%
O=C(CNC(=O)c1ccco1)OCC(=O)c1ccc2c(c1)CCCC2	17%	8%	i	1%	-6%	VEEV TC-83 Vero 10K pilot screen=2.6
Cc1cc(C)c2nc(NC(=O)c3cc(C)on3)sc2c1	38%	0%	1.5%	-8%	2%
O=S(=O)(Cc1ccccc1)/C1=C(\N2CCOCC2)CCCCCC1	-10%	-3%	i	2%	0%
Cc1ccc(C)c(C(=O)COC(=O)c2n[nH]c3ccccc23)c1	9%	/	8.6%	-2%	-12%
CC(C)CC(=O)N1CC(C)N(C(=O)CC(C)C)CC1C (stereo not drawn)	2%	-2%	/	/	10%
CCOC(=O)CC1=CSC2=NS(=O)(=O)CCN12	-10%	-4%	i	-1%	-9%
CCN1CCN(C(c2ccccn2)c2c(NC(=O)c3ccccc3)sc(C)c2C)CC1 (stereo not drawn)	32%	-3%	3.8%	6%	3%
CCOC(=O)/C=C1/SCC(=O)N1CC(=O)Nc1ccc2c(c1)CCC2	/	/	0.6%	1%	/
Cc1ccc(C(=O)NNC(=O)c2ccc3c(c2)OCCO3)cc1	11%	/	3.8%	-8%	2%
COc1cccc(OCCCCCN2CCOCC2)c1	15%	-2%	i	3%	8%
COC(=O)NCC(c1ccco1)N1CCN(c2ccc(F)cc2)CC1 (stereo not drawn)	-16%	-3%	2.6%	5%	-2%
Cc1cccc(C)c1NC(=O)CSc1nc(COc2ccccc2)nc2ccccc12	-2%	1%	i	-9%	0%
COc1cccc(OCCNc2ccc([N+](=O)[O-])cn2)c1	50%	/	6.8%	16%	20%
O=C1CC(NS(=O)(=O)c2cccs2)CN1c1cccc(F)c1 (stereo not drawn)	-1%	7%	6.1%	-10%	0%
O=[N+]([O-])c1ccc(S(=O)(=O)Nc2nnc(C(F)(F)F)s2)cc1	18%	-2%	2.1%	-3%	-3%
C#CCOC(=O)CCC(=O)NCCc1ccccc1	16%	-10%	0.2%	-2%	8%
O=C(Cn1nnc(-c2ccc(CN3CCOCC3)cc2)n1)Nc1nc(-c2ccccc2)cs1	55%	2%	4.2%	7%	6%
Cc1cc(N/N=C/c2ccncc2)c([N+](=O)[O-])cc1[N+](=O)[O-]	-9%	1%	2.5%	5%	7%
Fc1ccc(-c2csc(N3CCOCC3)n2)cc1	2%	-7%	i	-10%	-2%
COc1cccc(NC(=O)COc2c(F)c(F)c(C(F)(F)F)c(F)c2F)c1	76%	-5%	i	-7%	-12%
CCCC1CC(CCc2ccccc2)OS(=O)(=O)N1 (stereo not drawn)	5%	-2%	1.1%	1%	-2%
Cc1cc(C)n2nc(CCCO)nc2n1	-1%	-1%	0.7%	-11%	-3%
CCO/C(C)=C1/SC(=S)NC1=O	9%	2%	0.8%	0%	8%

Gathered by group, the compounds so far containing an aryl methoxy group.
SMILES	M. tuberculosis	Salmonella PhoP GFP	VEEV TC-83 Vero	influenza NS1A	M. tuberculosis HTS	others
COc1ccc(OC)c(NC(=O)c2cc(-c3cc(C)c(C)cc3O)n[nH]2)c1	-18%	5%	1.2%	25%	2%
COc1cccc(/C=N/n2c(COc3ccccc3)n[nH]c2=S)c1OC	-9%	-7%	1.0%	-1%	4%
COc1ccc(S(=O)(=O)/C(C#N)=C/Nc2ccc(NC(C)=O)cc2)cc1	2%	-5%	0.4%	-8%	11%
COc1ccc(N2CCN(C(=O)CSc3nnnn3-c3ccc4c(c3)OCCO4)CC2)cc1	9%	-2%	0.6%	1%	-8%
COc1ccccc1NC(=O)c1ccccc1-c1nc(-c2ccccc2OC)no1	13%	-9%	i	6%	-5%
COc1ccc(NS(=O)(=O)c2ccc(C)c(C(=O)N3CCC3)c2)cc1	1%	3%	0.9%	-5%	3%
COc1ccc(NC(=O)CSc2nnc(-c3cccs3)n2Cc2ccco2)cc1OC	24%	-12%	0.5%	8%	-10%
COc1ccc(/C=N/NC(=O)c2ccccc2O)cc1COc1ccccn1	14%	-8%	0.6%	1%	-2%
COc1ccc(CN2CCCCC2c2cccnc2)c(OC)c1C (stereo not drawn)	22%	10%	i	-2%	-2%
COc1ccc(N(CC(=O)Nc2ccc3c(c2)OCCO3)S(=O)(=O)c2cccnc2)cc1	8%	5%	9.5%	4%	-4%
COc1ccc(N(CC(=O)NCCC2=CCCCC2)S(=O)(=O)c2ccccc2)c(OC)c1	5%	1%	1.9%	0%	-5%
COc1cc(OC)cc(C(=O)OCC(=O)NCc2ccc3c(c2)OCO3)c1	-6%	-7%	i	-2%	4%	VEEV TC-83 Vero 10K pilot screen=1.2
COc1ccc(CN2CCCC(CNC(=O)c3ccc(F)cc3)C2)c(C)c1C (stereo not drawn)	18%	-6%	1.2%	3%	6%
COc1cccc(CN(C)C(=O)c2cc(S(=O)(=O)NC3CCCCC3)ccc2C)c1OC	/	/	i	9%	2%
COC(=O)c1[nH]c2cccc(OC)c2c1NC(=O)CCN1CCC(C(N)=O)CC1	-14%	11%	/	/	-2%
COc1ccc(NC(=O)CCN2CCN(c3ccccc3F)CC2)c(OC)c1	13%	-1%	0.3%	-7%	1%
COc1cccc(OCCCCCN2CCOCC2)c1	15%	-2%	i	3%	8%
COc1cccc(OCCNc2ccc([N+](=O)[O-])cn2)c1	50%	/	6.8%	16%	20%
COc1cccc(NC(=O)COc2c(F)c(F)c(C(F)(F)F)c(F)c2F)c1	76%	-5%	i	-7%	-12%
